Compound activity deposited in PubChem BioAssay by National Center for Advancing Translational Sciences (NCATS).
KDM5B inhibitor: KDM5B demethylase inhibition | Q9UGL1 | KDM5B demethylase, FDH-coupled NADH fluorescence (FDH is formaldehyde dehydrogenase) | Potency, µM (series often up to 57.7 µM), for inactives: top-dose activity change, negative = inhibition, usual class: inhibitors | 220,000 compounds, 2.6% hits; active = well fitted inhibition curve with a large enough effect; inconclusive = small, poorly fitted or top-dose-only effect; inactive = no such curve, though single readings can be large or run the other way; note: 0% is about no effect; nearly all actives have a fitted effect of over 70% in size
Target sequence (Q9UGL1 whole entry, looked up): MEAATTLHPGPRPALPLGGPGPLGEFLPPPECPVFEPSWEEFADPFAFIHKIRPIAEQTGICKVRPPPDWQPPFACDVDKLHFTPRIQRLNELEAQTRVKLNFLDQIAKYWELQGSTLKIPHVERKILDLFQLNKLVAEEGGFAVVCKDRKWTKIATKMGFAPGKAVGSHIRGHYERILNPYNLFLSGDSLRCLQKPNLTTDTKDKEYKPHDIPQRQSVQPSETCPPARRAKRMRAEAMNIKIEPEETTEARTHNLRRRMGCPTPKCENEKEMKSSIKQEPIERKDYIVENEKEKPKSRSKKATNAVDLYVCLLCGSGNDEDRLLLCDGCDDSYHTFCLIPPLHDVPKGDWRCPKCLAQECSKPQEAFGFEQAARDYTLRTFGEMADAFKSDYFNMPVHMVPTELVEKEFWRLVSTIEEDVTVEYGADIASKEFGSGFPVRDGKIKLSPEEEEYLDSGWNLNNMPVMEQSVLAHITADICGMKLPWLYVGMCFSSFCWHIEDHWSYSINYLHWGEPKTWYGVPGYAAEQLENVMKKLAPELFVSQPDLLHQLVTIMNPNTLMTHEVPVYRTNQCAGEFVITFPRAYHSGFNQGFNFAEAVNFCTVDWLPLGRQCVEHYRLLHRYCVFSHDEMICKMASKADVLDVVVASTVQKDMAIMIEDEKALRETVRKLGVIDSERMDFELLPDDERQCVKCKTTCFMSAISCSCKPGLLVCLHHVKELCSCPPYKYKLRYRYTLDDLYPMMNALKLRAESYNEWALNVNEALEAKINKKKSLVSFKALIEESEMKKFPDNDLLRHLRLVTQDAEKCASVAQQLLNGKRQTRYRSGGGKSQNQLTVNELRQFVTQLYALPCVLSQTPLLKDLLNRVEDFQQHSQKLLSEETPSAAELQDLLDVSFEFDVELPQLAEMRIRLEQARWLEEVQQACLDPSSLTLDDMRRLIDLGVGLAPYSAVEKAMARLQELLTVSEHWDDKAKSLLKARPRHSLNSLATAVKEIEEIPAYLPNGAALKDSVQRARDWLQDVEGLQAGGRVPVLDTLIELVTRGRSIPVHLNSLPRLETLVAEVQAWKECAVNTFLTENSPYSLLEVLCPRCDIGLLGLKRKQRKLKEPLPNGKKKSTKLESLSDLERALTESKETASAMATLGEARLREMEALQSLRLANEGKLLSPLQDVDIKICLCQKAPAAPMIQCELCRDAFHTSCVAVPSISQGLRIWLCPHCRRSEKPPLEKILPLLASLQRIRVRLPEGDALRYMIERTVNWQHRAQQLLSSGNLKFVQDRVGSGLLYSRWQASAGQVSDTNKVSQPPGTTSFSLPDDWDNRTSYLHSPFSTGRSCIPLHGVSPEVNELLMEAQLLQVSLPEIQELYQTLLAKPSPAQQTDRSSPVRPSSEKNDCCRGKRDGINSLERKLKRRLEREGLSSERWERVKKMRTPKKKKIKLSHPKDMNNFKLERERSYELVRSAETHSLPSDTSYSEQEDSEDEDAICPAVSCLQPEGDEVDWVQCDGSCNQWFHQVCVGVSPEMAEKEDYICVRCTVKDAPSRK
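Measured: NADH fluorescence change, 30 min, RT. System: KDM5BΔAP 200 nM final, H3K4me3 peptide, α-KG, Fe(II), ascorbate, NAD⁺ plus FDH, pH 7.5 HEPES. Compounds: titrated, 10 min pre-incubation with enzyme.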
* marks the source's active call; other numbers are inactive results; ? = inconclusive; & = joins results of further samples; [ ] = another dose, or the depositor's remark. Potency is the fitted concentration of half-maximal effect. These rows are one share of the data. The share of hits here may be higher or lower than overall.

smiles,KDM5B inhibitor
O=C(Nc1ccccc1)N1CC2CC(C1)[C@H]1CCCC(=O)N1C2 (stereo not given in full),11.3%
O=C(Nc1ccc(F)cc1)C1C2CCC3C(CCC21)C3(Cl)Cl (stereo not given),11.5%
Cc1cccc(C)c1-c1cc(C(=O)N2CCC(C#N)CC2)c2cnn(C)c2n1,7.1%[115 µM]
Cn1cccc1C(=O)N1CCC(Nc2cccnc2)C1 (stereo not given),-32.6%
Cc1nn2c(N3CCN(C)CC3)cc(C(C)(C)C)nc2c1-c1ccccc1,-18.2%
COc1ccccc1C1SCCN1S(=O)(=O)c1cccc(C)c1 (stereo not given),0.2%
COc1ccc(C(N)=O)c(OCc2coc(-c3ccccc3)n2)c1,-10.4%
Brc1ccc(CSc2nc3ccccc3s2)cc1,-8.3%
Cc1ccccc1-c1nn2c(=O)cc(N3CCN(C(=O)Nc4ccccc4Cl)CC3)nc2s1,13.7%
COC(=O)c1cc2sccc2n1CC(=O)Nc1cc(Cl)ccc1OC,-29.0%
COC(=O)c1ccc(CNC(=O)COC(=O)c2cc3ccccc3oc2=O)cc1,-1.4%
COc1ccccc1CNC(=O)c1cc(C)nc2ccccc12,9.3%
COCC(=O)N[C@H]1CCN2C(=O)c3cc(-c4cccc(C)c4C)ccc3NC(=O)[C@@H]2C1,?
CCN(Cc1ccccc1)C(=O)CN1CCCc2nc(C3CC3)ncc2C1=O,4.9%
COc1ccc(-c2cc(N3CCCC(NC(=O)c4ccccc4Br)C3)n[nH]2)cc1 (stereo not given),?

Three structures from above, arranged by length of the SMILES, smallest number first:
smiles,KDM5B inhibitor
COC(=O)c1cc2sccc2n1CC(=O)Nc1cc(Cl)ccc1OC,-29.0%
CCN(Cc1ccccc1)C(=O)CN1CCCc2nc(C3CC3)ncc2C1=O,4.9%
Cc1ccccc1-c1nn2c(=O)cc(N3CCN(C(=O)Nc4ccccc4Cl)CC3)nc2s1,13.7%

The list goes on.
smiles,KDM5B inhibitor
O=C(Nc1ccccc1F)N1CCCC1c1nncn1-c1ccccc1 (stereo not given),23.4%
CN(C)C(=O)c1ccc(F)c(F)c1,18.2%
CN(C)C(=O)CN1CCN(c2ccnc3c(F)ccc(F)c23)CC1,-1.4%
O=C(Nc1ccc(F)cc1)Nc1csc2ccccc12,32.4%[activator]
O=C(Sc1ccc(Cl)cc1)c1cccc(Cn2cc(C(F)(F)F)ccc2=O)c1,7.0%
O=c1[nH]c2ccccc2cc1CN(CC1CCCO1)S(=O)(=O)c1ccccc1 (stereo not given),?
COc1ccc(NS(=O)(=O)c2ccc3c(c2)NC(=O)CS3)cc1,-5.0%
Cc1ccc(C(=O)NCc2nnnn2-c2ccc(C)c(C)c2)cc1,-27.7%
Cc1cc(C)nc(N/N=C/c2cn[nH]c2-c2ccc(F)cc2)n1,?
CC(C)(C)OC(=O)NC(C)(CN)c1ccccc1 (stereo not given),23.5%[230 µM]
Cc1ccc(C(=O)c2c(N)c(-c3nc4ccccc4[nH]3)c3ccccn23)cc1,-6.2%
Cc1ccc(OCC(=O)Nc2cccc(C(=O)OCc3cc(=O)n4nc(C)sc4n3)c2)cc1,-1.8%
FC(F)(F)c1cccc(Cn2ccc3ccccc32)c1,10.0%
Cc1cc2c(cc3c(SCc4ccc(Cl)cc4)nncn32)o1,?
O=C(CN1CC2CC(C1)[C@H]1CCCC(=O)N1C2)NCCN1CCCCC1 (stereo not given in full),-11.9%

smiles,KDM5B inhibitor
COC(=O)C(C(=O)OC)c1ncccc1[N+](=O)[O-],23.8%
NS(=O)(=O)c1ccc(CCNC(=O)c2cc3n(n2)CC(c2ccc(Cl)cc2)OC3)cc1 (stereo not given),-26.0%
O=C(c1ccccc1OCC1CCCN(CCCc2ccccc2)C1)N1CCCC1 (stereo not given),-24.9%
CN1CCc2c([nH]c3ccccc23)C12CCN(C(=O)c1ccc3ncccc3c1)CC2,-8.6%
N#Cc1nc(COc2ccccc2F)oc1N1CCCCCC1,-16.0%
Cc1oc(-c2ccccc2)nc1CNC(=O)Nc1ccccc1,3.2%&-4.1%
COc1ccc(S(=O)(=O)N2CC(N(C3CCOCC3)S(C)(=O)=O)C2)cc1,-0.1%
COc1cccc(C(=O)N2CCN(c3cc(C(F)(F)F)nc(C)n3)CC2)c1,22.2%
O=C(Cn1ccc(=O)[nH]c1=O)Nc1cnc2ccccc2c1,10.8%
Cc1nccn1-c1ccc(NC(=O)C2CCCN(c3ncccc3C#N)C2)cc1 (stereo not given),28.2µM*
COCCN1CCC(CN(Cc2ccncc2)C(=O)c2csc(C)n2)CC1,35.5%
CC(C)Cn1cnc2c1c(=O)n(CC(=O)Nc1cccc(C(F)(F)F)c1)c(=O)n2Cc1ccccc1,-15.8%
CCN1c2cc(C(=O)NCc3cccc(Br)c3)ccc2C(=O)N2CCCCC21 (stereo not given),?
COc1cccc(-c2noc(Nc3ccc4c(c3)OCCO4)n2)c1,-23.8%
Cn1c(=O)n(Cc2ccccc2)c(=O)c2sc3c(c21)COC(C)(C)C3,9.6%

smiles,KDM5B inhibitor
CCOCCCn1c(SCC(=O)Nc2ccc(CC)cc2)nc2ccccc2c1=O,-21.3%
CC(=O)Oc1cccc(C(=O)Nc2ccc(-c3nc4cc(C)ccc4o3)cc2)c1,-3.7%
COc1ccc(C(CNC(=O)c2cccc3c(=O)c(C)c(-c4ccccc4)oc23)N(C)C)cc1 (stereo not given),9.0%
COc1ccc2c(c1)cc(C(=O)NCCOc1ccccc1)n2C,?
O=C(NCCc1ccccc1F)c1nc2sccn2c1Br,4.8%
O=C(NCc1ccc(-c2cnc3c(Oc4ccccc4)nccn23)cc1)c1ccn[nH]1,?
Cc1cc(C)c(S(=O)(=O)N2CCC(n3c(CC(C)C)nc4cccnc43)CC2)c(C)c1,-0.2%
O=C(Nc1ccc(F)c(F)c1F)c1ccccc1-c1ccccc1,17.9%
Cc1cccc(N2CCN(C(=O)c3ccc(CNS(=O)(=O)c4ccc5ccccc5c4)cc3)CC2)c1,-11.3%
Cc1ccsc1C(=O)OCC(=O)Nc1ccc(Cl)c(C(F)(F)F)c1,-4.6%
CCCCn1nc(C(=O)Nc2ccc(C)cc2Br)c2ccccc2c1=O,8.9%
Cc1ccc(-c2noc(CCC(=O)Nc3cccc(S(=O)(=O)NC4=NCCC4)c3)n2)cc1,10.1%
Cc1oc(-c2ccccc2)nc1CSc1nc2c(c(=O)[nH]1)CCC2,30.9%[activator]
Cc1ccc(C)c(NC(=O)Cn2c(-c3ccc(F)cc3)nc(C)cc2=O)c1,21.9%
O=C(Nc1cccc(F)c1)N1CCc2nnc(C3CC3)n2CC1,-6.0%

smiles,KDM5B inhibitor
CCOc1ccccc1NC(=O)C1CCN(C(=O)c2ncn3c2COC(c2ccc(F)cc2)C3)CC1 (stereo not given),-3.5%
C=CCOc1cccc(-c2nnc(CCC(=O)NCc3ccccc3)c(=O)[nH]2)c1,-6.6%
COc1cccc(C(=O)N2CCN(c3oc(-c4ccccc4)nc3C#N)CC2)c1,?
COC(=O)CNC(=O)CC12CC3CC(CC(C3)C1)C2,17.5%
Cc1ccc(Cl)cc1N1CCN(C(=O)COCc2cc(-c3ccc4c(c3)OCO4)on2)CC1,?
C/C=C/Cn1c(SCc2ccc(F)cc2)nc2c1c(=O)[nH]c(=O)n2C,9.8%
Cc1cc(N2CCC(NC(=O)c3cccc(N(C)C)c3)C2=O)ccc1F (stereo not given),?
O=C1NCc2ccccc2CC12CCCN(Cc1ccc(O)cc1)C2 (stereo not given),0.9%[149 µM]
Cn1nc2n(c1=O)CCN(C(=O)CCCc1nc3ccccc3s1)CC2,-14.5%
CCC(C)Sc1ccc(NC(C)=O)c(C)c1 (stereo not given),11.4%
Cc1ccc2[nH]c(=O)c(CN(C)C(=O)c3ccc(C(C)(C)C)cc3)cc2c1,5.3%
Cc1ccc(S(=O)(=O)c2nc(-c3cccc(Br)c3)oc2N2CCCCCC2)cc1,-4.8%
Cc1c(Cl)cccc1-n1ncc(C(=O)NCCN2CCN(C)CC2)c1C1CCN(C(=O)OC(C)(C)C)CC1,1.8%
COC(CNC(=O)CNC(=O)OCc1ccccc1)c1ccccc1 (stereo not given),1.3%
O=C(Cn1ncc2c(=O)oc3ccccc3c21)Nc1cc(F)ccc1F,-34.7%

2 entries from above in another layout:
Cc1ccc(S(=O)(=O)c2nc(-c3cccc(Br)c3)oc2N2CCCCCC2)cc1
- KDM5B inhibitor = -4.8%
COc1cccc(C(=O)N2CCN(c3oc(-c4ccccc4)nc3C#N)CC2)c1
- KDM5B inhibitor = ?

Shown with each value named: entries from further up
C=CCOc1cccc(-c2nnc(CCC(=O)NCc3ccccc3)c(=O)[nH]2)c1
  KDM5B inhibitor: -6.6%
O=C(Cn1ncc2c(=O)oc3ccccc3c21)Nc1cc(F)ccc1F
  KDM5B inhibitor: -34.7%

(further entries)
molecule	KDM5B inhibitor
Cn1cc(CNC(=O)C2CCN(c3nc(-c4ccccc4)nc4c3CCC4)CC2)cn1	-8.5%
COc1cccc(Cl)c1-c1nccc2c(=O)cc(-c3ccccn3)oc12	-24.0%[86.2 µM]
COCC1CN(S(=O)(=O)c2ccc3c(c2)CCC3)CC12CCNCC2 (stereo not given)	-39.7%
Cc1cccc2c(=O)c(-c3ccccc3)c(NC(=O)c3cccc([N+](=O)[O-])c3)oc12	-11.1%
Cn1nc(C2CCN(C(=O)c3ccccc3Cl)CC2)[nH]c1=O	16.8%[86.2 µM]
COc1ccccc1C(=O)Nc1ccc(C(O)[C@H]2COCC(=O)N2C)cc1 (stereo not given in full)	-10.4%[86.2 µM]
CC(=O)NNC(=S)NCc1ccccc1	-6.7%
COCCCn1c(C)cnc1C1CCN(C(=O)Nc2ccccc2F)C1 (stereo not given)	22.4%

molecule	KDM5B inhibitor
CCCN(CC1CCOC1)S(=O)(=O)c1ccc(OC)c(Cl)c1 (stereo not given)	-3.5%
Cn1cccc1/C=N/NC(=O)c1cc2ccccc2cc1O	?
O=C(/C=C/c1c(F)cccc1F)c1cc2ccccc2o1	?
Cn1c(=O)c2c(ncn2CC(=O)OC(C)(C)C)n(C)c1=O	3.0%
COC(=O)c1ccc2nc(CO[C@H]3CN(Cc4ccc(Cl)cc4)C[C@H]3F)[nH]c2c1	-28.7%[86.2 µM]
CN(C)c1ccc(CN2CCC3(CC2)C(=NC2CCCCC2)NC(=O)N3c2cccnc2)cc1	22.7%[115 µM]
COCC1CN(C2CCC2)CC12CCN(C(=O)COc1ccc(F)cc1)CC2 (stereo not given)	10µM*
COc1ccc(C(=O)Oc2ccc3c(c2)O/C(=C\c2ccc(C(C)(C)C)cc2)C3=O)cc1OC	15.8%

molecule	KDM5B inhibitor
O=C(Nc1cc(F)ccc1F)C1CCN(c2nc3ccccc3n3cccc23)CC1	?
Cc1nc(N2CCN(C(=O)c3cccc(Cl)c3)CC2)cc(C(F)(F)F)n1	4.4%
O=C1CC2CCCC(C1)N2C(=O)c1ccc(C(F)(F)F)cc1	-6.3%&-7.3%[86.2 µM]
CC(NCc1cn(CCC(N)=O)c2ccccc12)c1ccccc1-n1cccn1 (stereo not given)	8.4%
O/N=C/c1ccc(OCc2ccccc2)c(OCc2ccccc2)c1	2.0%
Cc1cccc(NC(=O)NC2CCSc3ccccc32)c1 (stereo not given)	13.7%
CCc1nn(CC(=O)Nc2ccc(NC(C)=O)cc2)c(=O)c2cc3sccc3n12	-2.1%
Nc1cc(Sc2ccccn2)cc([N+](=O)[O-])c1	15.9%

Shown as a hit in KDM5B inhibitor (from the list above):
molecule	KDM5B inhibitor
Cc1nccn1-c1ccc(NC(=O)C2CCCN(c3ncccc3C#N)C2)cc1 (stereo not given)	28.2µM*
COCC1CN(C2CCC2)CC12CCN(C(=O)COc1ccc(F)cc1)CC2 (stereo not given)	10µM*

(further entries)
molecule	KDM5B inhibitor
CCCN(Cc1cccs1)C(=O)Nc1ccc(F)c(Cl)c1	1.3%
COCCCNc1nc(NCc2cccc(Cl)c2)c2cnn(C)c2n1	-21.7%
CC(C)CN1CCN(C(=O)C2CCCN(S(C)(=O)=O)CCC(=O)NCC2)CC1 (stereo not given)	?
CC1(C(=O)O)CCC(C(=O)NNC(=O)c2ccccc2Cl)C1(C)C (stereo not given)	1.4%
CCc1nc(C)sc1-c1nc2c([nH]1)CC(C)(C)CNC2=O	?
O=C(Nc1cc(C(F)(F)F)ccc1Cl)C1=C(c2ccccc2)S(=O)(=O)CCO1	-10.0%
COC(=O)[C@@H]1Cc2c([nH]c3ccccc23)[C@H]2C[C@@H](NCCN3CCOCC3)C[C@@H](c3ccc(OC(F)(F)F)cc3)N21	-26.8%
Cc1cc(=O)oc2cc(OCC(=O)N(C)C3(C#N)CCCCC3)c(Cl)cc12	93.1%[activator]

molecule	KDM5B inhibitor
COc1ccc(C(=O)N2CCCCCCN(C)C(=O)[C@@H]3CCC[C@@H]32)c(OC)n1	21.0%
CCn1ccc(C(=O)N2CCC3(CC2)CC(N(C(=O)c2ccccc2)C2CC2)CCO3)n1 (stereo not given)	-28.4%
CC(=O)NC(Cc1c[nH]c2ccccc12)C(=O)NC1CCCCC1 (stereo not given)	2.4%
O=C(/C=C/c1ccc(-c2ccccc2Cl)o1)c1ccccc1Br	?
CCOc1ccc(-c2cc(C)n3nc(C(=O)Nc4ccc(C)c(C)c4)cc3n2)cc1	?
Nc1c(C(=O)Nc2ccccc2)c2nc3ccccc3nc2n1-c1ccc(O)cc1	?
Cc1cccc(-c2nc(S(=O)(=O)c3ccc(F)cc3)c(N3CCN(c4ccccc4)CC3)o2)c1	-25.3%
O=C(Cn1nc(N2CCN(c3ccccc3)CC2)ccc1=O)NC1CC1	15.2%
